Menin-MLL TR inh: qHTS Assay for Inhibitors Targeting the Menin-MLL Interaction in MLL Related Leukemias: Competition With Texas Red Labeled MLL-derived Mutant Peptide. O00255. Menin + Texas Red MLL mutant peptide, fluorescence polarization. Potency, µM (doses to about 61.6 µM), for inactives: top-dose FP activity change, negative = inhibition, hits mostly inhibitors. 270,000 tested, 0.23% active; active = well fitted inhibition curve with a large enough effect in the polarisation, with a control signal flat, not every such curve was filed as active; inconclusive = small, poorly fitted or top-dose-only effect, or effect the other way, or a change in a side signal; inactive = no such curve, though single readings can be large or run the other way; the % refers to the polarisation; also: potency is read from the fitted curve at half-maximal effect; % of control where 0% means no effect; many of its hits are not listed in these tables
Target sequence (O00255 whole entry, looked up): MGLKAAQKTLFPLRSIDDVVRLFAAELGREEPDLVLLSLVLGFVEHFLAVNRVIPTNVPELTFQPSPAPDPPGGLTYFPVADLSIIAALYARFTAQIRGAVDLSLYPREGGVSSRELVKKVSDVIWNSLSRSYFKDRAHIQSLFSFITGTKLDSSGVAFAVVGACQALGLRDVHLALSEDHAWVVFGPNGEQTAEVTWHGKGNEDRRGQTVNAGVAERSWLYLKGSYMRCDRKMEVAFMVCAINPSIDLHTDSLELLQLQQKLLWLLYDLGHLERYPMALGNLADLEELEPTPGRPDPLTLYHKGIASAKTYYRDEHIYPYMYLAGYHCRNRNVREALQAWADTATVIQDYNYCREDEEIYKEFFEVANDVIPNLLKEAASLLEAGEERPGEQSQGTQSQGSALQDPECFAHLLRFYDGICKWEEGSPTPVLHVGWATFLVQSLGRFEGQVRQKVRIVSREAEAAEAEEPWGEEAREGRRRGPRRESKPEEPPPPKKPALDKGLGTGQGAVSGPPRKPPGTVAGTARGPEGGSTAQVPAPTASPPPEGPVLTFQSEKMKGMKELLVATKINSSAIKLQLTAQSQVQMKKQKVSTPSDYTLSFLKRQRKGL
FBPA coupling cs: qHTS Assay for Inhibitors of Fructose-1,6-bisphosphate Aldolase from Giardia Lamblia: Coupling assay counterscreen. coupling enzyme system counterscreen, AmpLite Red fluorescence. activity change, negative = inhibition, % at 58.2 µM, hits read low. 290,000 tested, 0.67% active. AID 2472, 2010; in the data active = activity change below about -30%; also: % is scaled to controls: 0 for no effect and ±100 for the full control effect
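Activity here indicates interference with the coupling reaction, not aldolase inhibition. Compounds at 57.5 uM final met coupling enzymes for 10 min at RT; substrate and AmpLite Red detection followed, with a 525/598 nm fluorescence read after 20 min.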
An asterisk follows results filed as active; ? = inconclusive; & = joins results of further samples; [ ] = remark or other dose. Only part of the results is shown (hit frequency here may not be typical).

SMILES	Menin-MLL TR inh	FBPA coupling cs
CN(Cc1ccco1)c1cc(-c2cccc(C#N)c2)ncn1	-2%	1
O=c1c(-c2ccc(F)cc2)nc2cnc(Nc3ccccc3)nc2n1C1CC1	0%	0
COc1ccc2c(c1)C(=O)[C@@H](OC(=O)NS(=O)(=O)c1ccc(F)cc1)[C@H](c1ccc(OC)c(Br)c1)O2	-1%	0
Nc1ccc(S(=O)(=O)Nc2cccc3cccnc23)cc1	?	-4
NCCC(O)C(=O)NC1C[C@@H](N)[C@H](O[C@@H]2OC(CN)C(O)C(O)C2O)C(O)[C@H]1O[C@H]1OC(CO)C(O)C(N)C1O (some centres undefined)	-4%	10
CS(=O)(=O)N1CCC2(CC1)CN(Cc1ccc(C#N)cc1)C2	0%	1
COc1cccc(/C=C/C(=O)O)c1C(C)C	1%	15
COC(=O)[C@@H]1CC[C@H](C)[C@@H](c2ccc(C)cc2)N1C(=O)c1ccc(/C=N\O[C@@H](C)c2cn([C@H](CO)Cc3ccccc3)nn2)cc1	-24%&-1%[11.7 µM]	0&4
Cn1cc(-c2nc3cnc(Oc4cccc(Cl)c4)nc3n(C3CC3)c2=O)c2ccccc21	0%	4
CC(C)CO/N=C1/C[C@@H](O)[C@@H](O)[C@@H]2[C@@H]3C(=O)N(c4cccc(Oc5ccccc5)c4)C(=O)[C@H]3CC[C@H]12	-5%[11.7 µM]	0
O=C(c1cnccn1)N1CCC2(CC1)CN(c1ccccc1)C2	13%	-7
N[C@@H](C(=O)O)c1ccc(P(=O)(O)O)cc1	-2%[24.8 µM]	0
CO/N=C\[C@@H](C)[C@H](OCc1ccccc1)C(C)C	3%[11.7 µM]	-1
O=C(Nc1ccc(Cl)cc1)OCCN1CCN(Cc2ccccc2)CCC1=O	-1%	5
O=c1c(-c2cccc(F)c2)nc2cncnc2n1Cc1ccccc1Cl	31%[activator]	0
O=C(Nc1cc(C(=O)Nc2ccc(S(=O)(=O)O)cc2S(=O)(=O)O)cc(C(=O)Nc2ccc(S(=O)(=O)O)cc2S(=O)(=O)O)c1)Nc1cc(C(=O)Nc2ccc(S(=O)(=O)O)cc2S(=O)(=O)O)cc(C(=O)Nc2ccc(S(=O)(=O)O)cc2S(=O)(=O)O)c1	?	13
CC[C@H](C(=O)[C@H](C)[C@H](O)[C@H](C)CCc1ccc(C)c(O)c1C(=O)O)[C@H]1O[C@](CC)([C@@H]2CC[C@@](O)(CC)[C@H](C)O2)C[C@H]1C	1%[24.8 µM]	0
CC(=O)OCC1OC(C#CCCCc2ccccc2)C=CC1OC(C)=O (centres undefined)	-16%&0%[11.7 µM]	-1&2
CC(C)CN1CC2(CCN(C(=O)c3ccco3)CC2)C1	13%	8
C=C(C(C)=O)C(O)c1ccc([N+](=O)[O-])cc1 (centres undefined)	?	0
CC(C)CCNC(=O)C(CC(C)C)NC(=O)C1OC1C(=O)O (centres undefined)	-12%	1
COc1ccc2cc1Oc1ccc(cc1)CC1c3c(cc4c(c3Oc3cc5c(cc3OC)CCN(C)C5C2)OCO4)CCN1C (centres undefined)	-7%	0
COc1ccc2[nH]cc(CCNc3ncnc4ccc(-c5ccc(C(=O)N(C)C)cc5)cc34)c2c1	?	-2
N[C@@H](CS(=O)O)C(=O)O	5%	1
CCCCC[C@H](O)/C=C/[C@@H]1[C@@H](CC(=O)CCCCC(=O)O)[C@@H](O)C[C@H]1O	-2%	-2
Cc1c(-c2ccccc2)oc2cc(O)ccc2c1=O	7%[24.8 µM]	6
C=C(C)C1CC[C@]2(CO)CC[C@@]3(C)[C@H](CCC4[C@@]5(C)CCC(O)C(C)(C)C5CC[C@@]43C)C12 (some centres undefined)	-2%	9
Brc1ccc(C2=N[C@@H](Cc3ccccc3)CO2)cc1	-2%[94.6 µM]	0
CN(C)c1ncnc2ccc(-c3ccccc3C(F)(F)F)cc12	0%	-9
C[C@@H](c1ccccc1)N1C(=O)[C@H]2[C@H]3[C@H](O)[C@H](O)C/C(=N/OCc4ccccc4)[C@H]3CC[C@@H]2C1=O	0%[11.7 µM]	3
COc1cccc([C@@H]2Oc3ccc(OC)cc3C[C@H]2OC(=O)NS(=O)(=O)c2ccc(C)cc2)c1	-2%	-2
CCCCC[C@H](O)/C=C/C=C/C/C=C\CCCC(=O)O	2%	3
CC[C@H](C)[C@H](NC(=O)[C@H](CC(C)C)NC(=O)[C@H](CC(N)=O)NC(=O)[C@@H](NC(=O)[C@@H](N)Cc1ccc(O)cc1)[C@@H](C)CC)C(=O)N[C@@H](Cc1ccc(O)cc1)C(=O)N[C@@H](CCCN=C(N)N)C(=O)N[C@@H](CC(C)C)C(=O)N[C@@H](CCCN=C(N)N)C(=O)N[C@@H](Cc1ccc(O)cc1)C(N)=O	-2%	1
CNc1ncnc2ccc(-c3ccc4c(c3)OCO4)cc12	-2%	-4
COc1ccc(C(=O)N2CCC[C@@]3(CCN(c4ncccn4)C3)C2)cc1	17%	1
CCCCCCCC1=CC2=C(Cl)C(=O)C(C)(OC(C)=O)C(=O)C2=CN1C (centres undefined)	-9%	-29
CC(C)CCC[C@@H](C)[C@@H]1CC[C@H]2C3=CC=C4CC(O)CC[C@]4(C)[C@H]3CC[C@@]21C (some centres undefined)	-26%	-2
O=c1[nH]c(=O)n([C@@H]2C[C@H](O)[C@H](CO)O2)cc1I	9%[24.8 µM]	4
CC[C@H](C)[C@H](NC(=O)[C@H](Cc1ccc(O)cc1)NC(=O)[C@H](Cc1cnc[nH]1)NC(=O)[C@H](CCCNC(=N)N)NC(=O)[C@H](CC(C)C)NC(=O)[C@H](C)NC(=O)[C@H](CO)NC(=O)[C@H](Cc1ccc(O)cc1)NC(=O)[C@H](Cc1ccc(O)cc1)NC(=O)[C@H](CCCNC(=N)N)NC(=O)[C@H](C)NC(=O)[C@H](CCSC)NC(=O)[C@H](CC(=O)O)NC(=O)[C@H](CCC(=O)O)NC(=O)[C@H](C)NC(=O)[C@@H]1CCCN1C(=O)[C@H](C)NC(=O)[C@H](CC(=O)O)NC(=O)[C@H](CCC(=O)O)NC(=O)CNC(=O)[C@@H]1CCCN1C(=O)[C@H](CC(N)=O)NC(=O)[C@H](CC(=O)O)NC(=O)[C@@H]1CCCN1C(=O)[C@H](CCCCN)NC(=O)[C@H](CO)NC(=O)[C@@H]1CCCN1C(=O)[C@@H](N)Cc1ccc(O)cc1)C(=O)N[C@@H](CC(N)=O)C(=O)N[C@@H](CC(C)C)C(=O)N[C@H](C(=O)N[C@H](C(=O)N[C@@H](CCCNC(=N)N)C(=O)N[C@@H](CCC(N)=O)C(=O)N[C@@H](CCCNC(=N)N)C(=O)N[C@@H](Cc1ccc(O)cc1)C(N)=O)[C@@H](C)O)[C@@H](C)CC	0%	3
CCCCCCCCC(C)O (centres undefined)	9%	0
COC(=O)C/C=C/[C@@H](C)[C@H](NC(=O)OCC(Cl)(Cl)Cl)c1cccc(OC)c1	-4%	3
COc1cccc(-c2cncnc2NCc2cccs2)c1	0%	10
CCOC(=O)CCN1C(=O)[C@H]2[C@H]3[C@H](O)[C@H](O)C/C(=N/OCc4ccccc4)[C@H]3CC[C@@H]2C1=O	-17%[11.7 µM]	1
COc1cc2c(cc1OC)[C@H](C)N(CC1C(=O)O[C@@H]3C[C@@]4(C)CCC[C@H](C)[C@@]45OC5[C@H]13)CC2 (some centres undefined)	-3%	-1
Cc1cc(=O)oc2cc(NC(=O)CC(N)C(=O)O)ccc12 (centres undefined)	-21%	0
COc1cccc(-c2nc(NCc3cnc(C)cn3)c3ccccc3n2)c1	19%	0
COC(=O)C/C=C\[C@@H](C)[C@@H](/C=N\OC[C@@H](O)COCc1ccco1)NS(=O)(=O)c1ccc(C)cc1	-13%[11.7 µM]	4
Cn1c(=O)c(-c2ccc(F)cc2)nc2cnc(N3CCOCC3)nc21	14%	-1
CN(C)c1ccc(-c2cncnc2NCc2cccs2)cc1	-13%	1
O=C(c1cccc(F)c1)N1CCC[C@@]2(CCN(c3ccncc3)C2)C1	-7%	1
COc1ccc(C(=O)N2CCC[C@@]3(CCN(C)C3)C2)cc1	1%	3
COc1ccc2c(c1)O[C@@H](c1ccc3c(c1)OCO3)[C@H](OC(=O)NS(=O)(=O)c1ccc(F)cc1)C2=O	-12%	0
CCCCCCCCCCCCCC[C@@H](O)[C@@H](O)[C@@H](N)CO	-16%	-8
COc1cccc([C@H]2Oc3ccc(OC)cc3/C(=N\OC[C@@H](O)[C@@H]3O[C@@H]4OC(C)(C)O[C@@H]4[C@H]3O)[C@@H]2O)c1	0%[11.7 µM]	2
C[C@@]12C(=O)OC(=O)[C@@]1(C)C1CCC2O1	-10%	1
CN(C)c1ncc2nc(-c3ccc(F)cc3)c(=O)n(Cc3ccc(F)cc3)c2n1	12%	4
COC(=O)C/C=C\[C@@H](C)[C@@H](/C=N\O[C@@H](C)c1cc(-c2c(C)cc(C)cc2C)no1)NS(=O)(=O)c1ccc(C)cc1	-1%[11.7 µM]	0
O=c1c(CCc2ccccc2)nc2cnc(Oc3ccccc3)nc2n1C[C@H]1CCCO1	-3%	0
CC(C)CN1CCCC2(CCN(C(=O)c3ccco3)CC2)C1	-2%	1
CNCCCCc1cnc(C)c2[nH]c3ccccc3c12	-27%	3

10 compounds out of the list, ordered by length of the SMILES, high to low:
SMILES	Menin-MLL TR inh	FBPA coupling cs
COc1cc2c(cc1OC)[C@H](C)N(CC1C(=O)O[C@@H]3C[C@@]4(C)CCC[C@H](C)[C@@]45OC5[C@H]13)CC2 (some centres undefined)	-3%	-1
COC(=O)C/C=C\[C@@H](C)[C@@H](/C=N\OC[C@@H](O)COCc1ccco1)NS(=O)(=O)c1ccc(C)cc1	-13%[11.7 µM]	4
COC(=O)C/C=C/[C@@H](C)[C@H](NC(=O)OCC(Cl)(Cl)Cl)c1cccc(OC)c1	-4%	3
CN(C)c1ncc2nc(-c3ccc(F)cc3)c(=O)n(Cc3ccc(F)cc3)c2n1	12%	4
O=C(c1cccc(F)c1)N1CCC[C@@]2(CCN(c3ccncc3)C2)C1	-7%	1
Cn1c(=O)c(-c2ccc(F)cc2)nc2cnc(N3CCOCC3)nc21	14%	-1
Cc1cc(=O)oc2cc(NC(=O)CC(N)C(=O)O)ccc12 (centres undefined)	-21%	0
C[C@@]12C(=O)OC(=O)[C@@]1(C)C1CCC2O1	-10%	1
CN(C)c1ccc(-c2cncnc2NCc2cccs2)cc1	-13%	1
CNCCCCc1cnc(C)c2[nH]c3ccccc3c12	-27%	3

Next section:
SMILES	Menin-MLL TR inh	FBPA coupling cs
Cn1cccc1C(=O)N1CCC2(CCN(C(=O)Nc3cccc(F)c3)CC2)CC1	12%	1
O=c1c(O)c(-c2ccccc2)oc2ccc3occc3c12	?	4
CCCNC(=O)OC[C@H]1O[C@@H](CCO/N=C\[C@@H](NS(=O)(=O)c2ccc(C)cc2)[C@H](C)/C=C\CC(=O)OC)C=C[C@@H]1Oc1ccc(OC)cc1	-11%[11.7 µM]	0
CC(C)C[C@H](NC(=O)[C@@H](O)[C@H](N)Cc1ccccc1)C(=O)O	-3%	0
CC(C)CCCC(C)C1CCC2C3CC=C4CC(=O)CC[C@@]4(C)C3CC[C@@]12C (some centres undefined)	-11%	1
CC(C)[C@@H](CC(=O)N[C@@H]1CCNC[C@H]1C(=O)N[C@H](CC(=O)N[C@@H](CCC(=O)O)CC(=O)O)Cc1ccccc1)NC(=O)C[C@H](Cc1c[nH]c2ccccc12)NC(=O)[C@@H]1CNCC[C@H]1N	1%	0
O=C(c1cccc(F)c1)N1CCC2(CCN(Cc3nccs3)CC2)CC1	4%	1
CCc1ccc2c(-c3cccc(Cl)c3)nc(=O)n(CC)c2n1	-19%[24.8 µM]	5
CC(C)(C)N1C(=O)[C@H]2[C@H]3[C@H](O)[C@H](O)C/C(=N/NC(=O)OCc4ccccc4)[C@H]3CC[C@@H]2C1=O	-2%[11.7 µM]	-1
C[C@]12O[C@H]1[C@@H](O)C(Br)=C(CO)[C@H]2O	0%	0
Cc1nn(C)c2nc(NNC(=O)Nc3cc(Cl)nc(Cl)c3)cc(C(C)C)c12	45%[activator]	4
C[C@H](O)C(=O)Nc1c(I)c(C(=O)NC(CO)CO)c(I)c(C(=O)NC(CO)CO)c1I	-25%[24.8 µM]	2
CO[C@H]1COC(=O)C/C=C\[C@@H](C)[C@H](OC)COC(=O)[C@H]2CCCN2C(=O)C/C=C\[C@@H]1C	-1%[11.7 µM]	0
O=S(=O)(c1ccccc1)N1CCC2(CCN(Cc3ccncc3)CC2)CC1	2%	-3
OC[C@H]1O[C@@H](O[C@@H]2[C@@H](CO)O[C@](O)(CO)[C@H]2O)[C@H](O)[C@@H](O)[C@H]1O	1%[24.8 µM]	0
CN(C)c1ccc(-c2cncnc2NCc2cccnc2)cc1	-3%	-8
COC(=O)C1(C(=O)OC)CC2=CCC3C(=O)N(c4ccccc4)C(=O)C3C2Cc2ccccc2[C@@H]1C[N+](=O)[O-] (some centres undefined)	-11%	0
CCOC(=O)CNC(=O)O[C@@H]1Cc2cc(OC)ccc2O[C@H]1c1cccc(OC)c1	12%	2

High-throughput results deposited in PubChem by National Center for Advancing Translational Sciences (NCATS).
